Screens as filed in PubChem BioAssay.
Neddylation inh: inhibitors of human cullin neddylation; TR-FRET cullin neddylation, biochemical; calls only at 25 µM; 360,000 tested, 0.58% active; AID 651699; in the data active = inhibition above about 36%
Target sequence (P61081 whole entry, looked up): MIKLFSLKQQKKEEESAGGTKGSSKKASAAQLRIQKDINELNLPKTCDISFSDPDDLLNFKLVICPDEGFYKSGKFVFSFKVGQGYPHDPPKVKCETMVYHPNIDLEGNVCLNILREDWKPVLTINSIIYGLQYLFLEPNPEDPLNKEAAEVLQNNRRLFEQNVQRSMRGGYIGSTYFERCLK
Target sequence (Q13564 whole entry, looked up): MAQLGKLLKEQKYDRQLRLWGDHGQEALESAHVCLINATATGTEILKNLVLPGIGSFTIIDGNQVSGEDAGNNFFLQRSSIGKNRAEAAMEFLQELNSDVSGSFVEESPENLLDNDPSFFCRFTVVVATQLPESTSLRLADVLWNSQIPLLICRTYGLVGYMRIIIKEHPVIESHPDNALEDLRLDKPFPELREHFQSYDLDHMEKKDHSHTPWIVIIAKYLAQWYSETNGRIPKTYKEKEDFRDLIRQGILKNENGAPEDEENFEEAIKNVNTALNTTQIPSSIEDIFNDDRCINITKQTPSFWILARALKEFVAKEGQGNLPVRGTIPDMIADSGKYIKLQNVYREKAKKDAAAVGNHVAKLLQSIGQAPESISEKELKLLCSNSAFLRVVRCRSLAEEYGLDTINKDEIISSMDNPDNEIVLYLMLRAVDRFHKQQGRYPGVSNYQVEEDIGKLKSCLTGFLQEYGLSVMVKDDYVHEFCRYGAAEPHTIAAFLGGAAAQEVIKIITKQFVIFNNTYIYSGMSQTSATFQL
Tb MetRS inh: blocks T. brucei methionyl-tRNA synthetase activity; AID 624268; purified T. brucei MetRS, ATP depletion, Kinase-Glo luminescence; inhibition, % at 11.9 µM; 360,000 tested, 0.4% active;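 active = inhibition above a per-plate cutoff of the control wells' mean inhibition plus 3 SD, cut at about 5.5% in these data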;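 note: 0% = DMSO wells median and 100% = median of wells with control inhibitor compound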
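Dosing: 11.9 µM compound single dose, 0.9% DMSO; Assay system: purified T. brucei MetRS enzyme; Measured by: Kinase-Glo luciferase luminescence reporting remaining unconsumed ATP; Schedule: 15 min plus 2 h at 25 °C.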
FAS-TE inh: blocks the thioesterase domain of human fatty acid synthase | recombinant FAS-TE, OMFH fluorogenic substrate, fluorescence endpoint | AID 602261 | inhibition, % at 15 µM | 360,000 tested, 0.67% active | P49327;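 active = compounds whose normalised, plate-corrected inhibition of enzyme fluorescence in the single-dose primary screen is 50% or more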;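 note: 0% = DMSO with enzyme and 100% = substrate without enzyme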
MsrA inh: bovine MsrA inhibition. purified bovine MsrA, absorbance read-out. inhibition, % at 15.5 µM. 360,000 tested, 0.75% active. AID 651718; in the data active = inhibition above about 4.5%;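 note: 0% = vehicle wells with enzyme and 100% = reference inhibitor wells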
eLon inh: inhibitors of E. coli Lon protease; P0A9M0; purified E. coli Lon protease, fluorescence polarization; inhibition, % at 7.94 µM; 360,000 tested, 0.42% active; in the data active = inhibition above about 13%, passing the limit was not always enough;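 note: 0% = enzyme with probe and DMSO and 100% = no enzyme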
Rin1-Abl PPI inh: blocks binding of human Rin1 to Abl | inhibition, % at 7.35 µM | 360,000 tested, 0.4% active | TR-FRET Rin1/Abl binding, biochemical | P00519+Q13671; in the data active = inhibition above about 5%, passing the limit was not always enough
CSN deneddyl inh: inhibitors of human CSN-mediated cullin deneddylation | Purified CSN, SCF-Nedd8-OG deneddylation, fluorescence polarization | inhibition, % at 12.5 µM | 360,000 tested, 0.38% active | AID 651999;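 active = pattern-corrected inhibition above about 35%, with an unprinted fluorescence ratio check between 0.5 and 1.5, limit read from the data, passing the limit was not always enough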;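 note: 0% = enzyme with substrate and 100% = substrate without enzyme; some results filed as inactive read as strong as hits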
Target sequence (Q92905 whole entry, looked up, one chain of several): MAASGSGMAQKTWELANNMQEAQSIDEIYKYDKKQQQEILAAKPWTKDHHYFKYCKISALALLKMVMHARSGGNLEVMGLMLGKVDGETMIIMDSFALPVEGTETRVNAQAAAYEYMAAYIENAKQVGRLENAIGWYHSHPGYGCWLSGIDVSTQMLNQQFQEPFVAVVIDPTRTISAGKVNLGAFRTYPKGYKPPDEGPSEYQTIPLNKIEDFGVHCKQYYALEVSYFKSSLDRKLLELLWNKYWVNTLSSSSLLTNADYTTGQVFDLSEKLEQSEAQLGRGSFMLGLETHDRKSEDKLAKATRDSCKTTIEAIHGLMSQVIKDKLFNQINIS
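Test system: Human Csn5 produced in HEK293T cells | Compound: 12.5 µM single point | Times: 90 min, room temperature | Signal: Fluorescence polarization readout | Read-out basis: % inhibition of substrate cleavage by Csn5 | Controls: no-enzyme wells high, enzyme-with-substrate wells low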
bovine MsrA act: activates bovine MsrA enzyme | purified bovine MsrA, absorbance read-out | activation, % at 10.6 µM | 360,000 tested, 0.3% active | AID 602163; in the data active = activation above about 7.5%;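 note: 0% = vehicle and 100% = reference activator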
PABP1 MLLE inh: inhibitors of microRNA-mediated deadenylation, human PABP1 MLLE binding; inhibition, % at 20 µM; GST-MLLE / FITC-PAM2 fluorescence polarization; 360,000 tested, 0.36% active; in the data active = inhibition above about 35%, passing the limit was not always enough;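 note: plate controls were DMSO wells with GST-MLLE for no effect and wells lacking GST-MLLE protein for full effect; some results filed as inactive read as strong as hits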
* hit, by the source's call; i = inactive; nt = no result given; + = active, no number.

SMILES	Neddylation inh	Tb MetRS inh	FAS-TE inh	MsrA inh	eLon inh	Rin1-Abl PPI inh	CSN deneddyl inh	bovine MsrA act	PABP1 MLLE inh
CC1CCN(S(=O)(=O)c2cn(CC(=O)N3CC(C)CC(C)C3)c(=O)c3ccccc23)CC1 (stereo not drawn)	i	-0.7	-20	1.2	-4	-1	-5	-8	-3
Cn1cc(S(=O)(=O)Nc2cccc3ccccc23)c(=O)n(C)c1=O	i	-0.3	-2	0.6	-8	-3	4	-8	2
Cc1ccc(CN2CCCC(CO)(Cc3ccccc3C)C2)s1 (stereo not drawn)	i	-0.6	4	-0.1	3	-1	-3	1	-2
CC(=O)c1ccc(OCC(=O)OC(C)C(=O)NC2CCCCC2C)cc1 (stereo not drawn)	i	0.1	0	-1.1	-8	4	2	-1	-7
O=c1c2ccccc2c(C=NCc2ccccn2)c(O)n1-c1ccccc1Cl	i	-0.7	0	3.3	-5	2	7	-5	5
Cc1ccsc1C(=O)N(c1nc2ccccc2s1)c1c(C)cccc1C	i	-0.7	34	0.2	-8	-2	-4	3	-8
Cc1ccc(C(=O)O)cc1-c1ccc(/C=C2/NC(=O)N(c3ccccc3)C2=O)o1	+	-0.5	-1	1.4	-13	-2	41*	-6	-14
O=C(NC(c1ccc(Cl)cc1)c1ccsc1)C1CCN(Cc2cccc(C(F)(F)F)c2)CC1 (stereo not drawn)	i	-0.4	16	0.1	0	0	5	-6	2
c1ccc(C(c2ccccc2)N2CCN(Cc3nnnn3C3CCCCC3)CC2)cc1	i	-1.4	19	1.5	-10	5	-6	-5	7
O=C(O)c1cccc(NS(=O)(=O)c2ccc(Cl)c(C(=O)O)c2)c1	i	0.2	-9	0.5	-6	3	2	1	-8
Cn1cccc1-c1nc2ccccc2[nH]1	i	-0.3	-5	1.4	-1	1	1	-4	7
CN(Cc1ccccc1)S(=O)(=O)c1ccc2[nH]c(=O)oc2c1	i	0.4	-1	-1.6	-3	-2	13	-1	2
N#CCCN(Cc1cccnc1)C(=S)Nc1ccc(OC(F)F)cc1	i	0.0	-3	-0.2	-10	0	0	-1	-26
O=C(/C=C/c1ccc(F)cc1)Nc1cccc(S(=O)(=O)Nc2cccc(C(F)(F)F)c2)c1	i	0.3	-4	-0.1	-7	-1	-11	-2	6
COC(=O)[C@H](Cc1ccccc1)NC(=O)N1CCN(c2ccc(F)cc2)CC1	i	0.3	-1	1.1	-7	1	1	0	-4
COc1ccc(NC(=O)C2CC(=O)n3ncnc3N2)cc1 (stereo not drawn)	i	-0.3	-7	-1.3	0	-2	2	-4	3
CC1(C)CC(=NOC(=O)c2ccccc2)CC(C)(C)N1O	i	-0.3	-10	-0.1	-7	-4	-9	1	-3
CCOC(=O)c1c(S(=O)(=O)NCC(=O)NCc2ccccc2Cl)c(C)n(C)c1C	i	-0.8	-6	-0.1	-1	2	1	-7	12
COC(=O)[C@@]1(Cc2ccc(F)cc2)[C@H]2c3cc(C(=O)N4CCCC4)n(C[C@H](O)CO)c3C[C@H]2CN1C(=O)c1ccccc1	i	-1.0	3	0.1	-4	nt	1	-6	nt
O=C(c1ccc(CSc2nc3ccncc3[nH]2)cc1)N1CCCCC1	i	-0.1	-5	0.5	-11	-1	3	-1	-17
CCOC(=O)CN(C(=O)COc1nc(C)cc(C)c1C#N)c1ccc(Cl)cc1	i	2.6	38	0.4	-8	6.3*	-5	0	-7
Cc1ccc(C)c(OCC(=O)NNC(=O)C2CCC2)c1	i	-0.6	-5	-0.5	4	2	-2	-2	1
COCCn1c(SCC(=O)Nc2ccc(S(=O)(=O)N3CCOCC3)cc2)nc2ccccc21	i	1.4	12	-0.6	-2	-2	3	0	-10
CC(=O)N1c2ccc(S(=O)(=O)N3CCCC(C(=O)Nc4cccc(Cl)c4)C3)cc2CC1C (stereo not drawn)	i	-0.4	20	-0.1	-10	-1	-1	-2	-12
CCCCN(C)C(=S)Nc1ccc(Oc2ccccc2)cc1	i	-0.2	6	0.2	0	6	-7	-2	-109

Three of the compounds above, in markdown.
| Compound | Neddylation inh | Tb MetRS inh | FAS-TE inh | MsrA inh | eLon inh | Rin1-Abl PPI inh | CSN deneddyl inh | bovine MsrA act | PABP1 MLLE inh |
| --- | --- | --- | --- | --- | --- | --- | --- | --- | --- |
| c1ccc(C(c2ccccc2)N2CCN(Cc3nnnn3C3CCCCC3)CC2)cc1 | i | -1.4 | 19 | 1.5 | -10 | 5 | -6 | -5 | 7 |
| O=c1c2ccccc2c(C=NCc2ccccn2)c(O)n1-c1ccccc1Cl | i | -0.7 | 0 | 3.3 | -5 | 2 | 7 | -5 | 5 |
| N#CCCN(Cc1cccnc1)C(=S)Nc1ccc(OC(F)F)cc1 | i | 0.0 | -3 | -0.2 | -10 | 0 | 0 | -1 | -26 |

Next part.
SMILES	Neddylation inh	Tb MetRS inh	FAS-TE inh	MsrA inh	eLon inh	Rin1-Abl PPI inh	CSN deneddyl inh	bovine MsrA act	PABP1 MLLE inh
O=C(COC(=O)c1ccc(S(=O)(=O)N2CCCC2)cc1)Nc1ccccc1	i	-0.2	-4	-0.9	7	1	-2	-1	-14
CSc1ncccc1C(=O)OCc1c(F)cccc1Cl	i	-0.3	24	-1.3	0	2	5	-2	2
N/C(CC(=O)Nc1cccc(C(F)(F)F)c1)=N/O	i	0.3	-14	-1.2	-11	5	5	0	-1
Cc1c(C(=O)OCC(=O)Nc2ccc(C(=O)N(C)C)cc2)oc2ccccc12	i	-0.2	-3	-0.8	-7	-2	-3	-2	0
CCOC(=O)c1ccc(NC(=O)c2ccc3c(c2)C(=O)N(CC2CCCO2)C3=O)cc1 (stereo not drawn)	i	-0.2	10	0.1	-9	0	-4	-1	11
Cc1nc2ccccn2c1C(=O)NNC(=S)Nc1ccccc1	i	-0.1	-4	-0.5	7	1	4	1	-7
COc1ccc(S(=O)(=O)N2CCN(CCCOc3ccc(F)cc3)CC2)cc1OC	i	-0.8	18	-0.2	-2	0	-1	-1	-17
CCOC(=O)C1=C(C)NC(=O)C(C#N)C1c1ccco1 (stereo not drawn)	i	-0.9	-3	-1.0	-10	0	3	-12	-6
Cc1csc(N)n1	i	-1.4	-9	-1.1	-4	1	0	-12	-3
O=C(Nc1ccc(F)cc1)C1(S(=O)(=O)c2ccc(Cl)cc2)CC1	i	0.3	2	0.5	4	2	4	0	4
N#Cc1c(N2C(=O)Nc3ccccc3N2O)sc2c1CCCCCC2	i	-0.1	-7	1.3	10	0	2	-5	14
O=C(NN=C1CCCCCC1)c1cn(-c2ccccc2)nc1-c1ccccc1	i	-0.3	2	0.1	-1	1	1	1	-2
Cc1cccc(NC(=O)CCS(=O)(=O)c2ccc3nc(C)sc3c2)c1	i	0.0	-2	-0.8	-8	1	5	-1	-5
COc1ccc(C)cc1NC(=O)C(Sc1nnc2ccccn12)c1ccccc1 (stereo not drawn)	i	0.0	-2	-0.2	1	-3	4	-4	-11
CCOC(=O)N1CCN(C(=O)C(=O)Nc2sc3c(c2C#N)CC(C)(C)OC3)CC1	i	0.4	-4	2.9	7	-4	-3	1	24
CCc1ccc2c(c1)cc(CN(Cc1ccco1)C(C)=O)c1nnnn12	i	-0.9	-6	1.3	-5	-1	-4	-12	3
CC(=O)Nc1cccc(C(=O)OCC(=O)Nc2ccc(Cl)cn2)c1	i	-0.6	-3	-0.3	4	0	0	-2	9
NC(=O)N/N=C/c1ccc(-c2ccc([N+](=O)[O-])cc2)o1	i	-0.9	2	3.7	-1	-5	-1	-6	-25
COc1ccc(-c2noc(CCCC(=O)Nc3cccnc3)n2)cc1OC	i	-0.1	-7	0.1	0	-4	0	-3	6
Cc1[nH]c2ccc(C(=O)Nc3ccncc3)cc2c1C	i	-1.8	-6	1.4	-36	-2	4	-12	-18
CN(C)CCNC(=O)c1ccc(Sc2ccc(Br)cc2)c([N+](=O)[O-])c1	i	0.0	14	-0.8	16	-7	-5	-2	-2
Cc1ccc(C(=O)NNC(=O)c2ccc3ccccc3c2)cc1	i	0.1	-6	-1.2	-11	-1	-3	1	-2
COc1ccc(NC(=O)CCNS(=O)(=O)c2ccc3c(c2)c(=O)n(C)c(=O)n3C)cc1	i	-0.4	-4	0.1	0	3	3	-1	8
CC1=C(C(=O)OCc2ccccc2)C(c2ccccc2Cl)NC(=O)N1CCCC(=O)O (stereo not drawn)	i	-0.3	-7	-0.9	-3	5	-4	1	-8
CC(C)CN1C(=O)C(=O)N(CC(=O)N(C)CC(=O)Nc2ccc(F)cc2)C1=O	i	-0.2	0	-0.7	-10	2	-5	-3	-13
The listing continues.
SMILES	Neddylation inh	Tb MetRS inh	FAS-TE inh	MsrA inh	eLon inh	Rin1-Abl PPI inh	CSN deneddyl inh	bovine MsrA act	PABP1 MLLE inh
CCCOc1ccc(C(=O)NNC(=S)NC(=O)c2ccccc2[N+](=O)[O-])cc1	i	0.2	-3	0.7	5	-4	0	2	23
COc1cccc(N2CC(C(=O)Nc3ccc(C(=O)OC(C)C)cc3)CC2=O)c1 (stereo not drawn)	i	-1.1	-6	0.7	-1	17*	0	-11	5
COc1cc(CNCc2ccc(C(=O)O)cc2)ccc1OCc1ccc(F)cc1	i	-1.2	-7	0.5	-1	2	0	-9	-1
COCCn1c(SCC(=O)Nc2ccccc2C)nc2c(oc3ccccc32)c1=O	i	-1.9	-10	0.1	-12	4	-5	-14	11
O=C(Cc1c[nH]c2ccccc12)Nc1ccccc1N1CCOCC1	i	-0.6	0	2.1	-12	-3	0	-10	-3
C[C@@H]1[C@H]2CCCC[C@H]2CN(C(=O)OC(C)(C)C)[C@@H]1CC(=O)c1ccccc1	i	-0.3	16	0.2	3	-3	-3	-1	7
CCOC(=O)Nc1cc(C(=O)OC)cc(C(=O)OC)c1	i	-0.1	0	0.7	0	-5	-4	-1	1
Cc1cc2nc(-c3ccc(F)cc3)c(Cc3cccc(Cl)c3)n2c(C)c1Br	i	-0.9	14	1.0	-5	nt	3	-15	nt
O=c1cc(CSc2nnc(-c3ccccc3)o2)c2ccccc2[nH]1	i	-1.0	-4	-0.2	2	-3	-1	0	-67
O=C(NCCC(=O)N(Cc1ccco1)Cc1cccs1)c1ccc([N+](=O)[O-])cc1	i	-0.5	43	2.1	-3	0	0	-6	-4
CN(C)c1ccc(/C=N/N=C2/NC(=O)/C(=C/c3ccc([N+](=O)[O-])cc3)S2)cc1	i	0.4	2	1.5	-19	-5	1	-3	-43
O=C(OCC(=O)N1N=C(c2ccc(Cl)cc2)CC1c1ccco1)c1ccco1 (stereo not drawn)	i	0.0	28	1.7	6	-2	-10	-2	-11
Cc1ccc(NC(=O)C2(c3ccccc3)CCCC2)nc1	i	-1.9	-3	0.3	-1	-1	5	-9	7
CCn1c2ccccc2c2cc(NC(=O)c3ccc([N+](=O)[O-])cc3)ccc21	i	-1.2	30	-0.1	2	-7	3	-4	12
O=C(COC(=O)c1ccc(O)cc1O)NC(=O)c1ccccc1	i	-0.1	-3	-1.1	3	5	0	-3	-15
COc1ccc(NC(=O)CSc2nnc(-c3cccnc3)o2)c(OC)c1	i	-0.2	-8	0.6	-11	-2	3	-5	34
CC(C)N1CCN(C(=O)c2cccc(Cl)c2)CC1	i	-0.1	-7	1.4	-3	0	-5	0	8
Cc1onc(-c2ccccc2Cl)c1C(=O)N/N=C(\N)COc1ccc(Cl)cc1	i	-0.2	-1	-0.2	-9	-5	3	-4	-10
COc1ccc(-n2c(SCC#N)nnc2-c2cccnc2)cc1	i	-0.1	-4	0.5	-3	4	2	0	-8

Entries shown so far containing bromine (2):
SMILES	Neddylation inh	Tb MetRS inh	FAS-TE inh	MsrA inh	eLon inh	Rin1-Abl PPI inh	CSN deneddyl inh	bovine MsrA act	PABP1 MLLE inh
CN(C)CCNC(=O)c1ccc(Sc2ccc(Br)cc2)c([N+](=O)[O-])c1	i	0.0	14	-0.8	16	-7	-5	-2	-2
Cc1cc2nc(-c3ccc(F)cc3)c(Cc3cccc(Cl)c3)n2c(C)c1Br	i	-0.9	14	1.0	-5	nt	3	-15	nt
